Source: PubChem BioAssay (Broad Institute)
C diff HTS: C. difficile growth inhibitors, primary screen, HTS | actives 0.25% (n = 86,000) | growth activity, negative = inhibition, % at 16 µg/mL (by protocol) | Clostridium difficile clinical isolate growth, OD600, 24 h; active compounds read low;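 active = mean growth activity at or below -80% and every replicate also at or below -80%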;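 also: 0% = DMSO wells and -100% = levofloxacin 16 µg/mL wells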
Pf Dd2 growth: P. falciparum Dd2 growth inhibitors, primary screen, SYBR Green fluorescence, single dose replicates. 72 h; active compounds read low. activity change, % at 10 µM. actives 2.3% (n = 94,000). AID 1159554, 2015; in the data active = activity change below about -80%
KDM4C inh: inhibitors of GASC-1 (KDM4C) histone demethylase, primary screen, biochemical, single concentration HTS | actives 0.15% (n = 96,000) | GST-KDM4C 2-372, H3K9me3 peptide, LANCE TR-FRET | inhibition, % at 12.5 µM | Lysine-specific demethylase 4C (Homo sapiens), Q9H3R0;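 active = mean replicate inhibition above about 25%, with at least 55% of replicates also reaching it, limit read from the data, passing the limit was not always enough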
Target sequence (Q9H3R0 2-372 limits assumed): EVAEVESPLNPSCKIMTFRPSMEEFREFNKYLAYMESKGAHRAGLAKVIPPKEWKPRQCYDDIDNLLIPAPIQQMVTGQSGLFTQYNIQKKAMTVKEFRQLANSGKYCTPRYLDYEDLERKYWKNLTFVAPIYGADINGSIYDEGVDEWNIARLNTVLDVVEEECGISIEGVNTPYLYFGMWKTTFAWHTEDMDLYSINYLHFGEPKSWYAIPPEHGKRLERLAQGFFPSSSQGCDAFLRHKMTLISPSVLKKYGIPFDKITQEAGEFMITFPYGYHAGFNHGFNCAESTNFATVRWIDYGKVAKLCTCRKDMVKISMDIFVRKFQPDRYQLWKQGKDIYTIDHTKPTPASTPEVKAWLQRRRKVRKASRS
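Material: N-terminal GST-fused human GASC-1 (KDM4C) fragment, residues 2-372. Input: 10 nM enzyme. Incubation: enzyme reaction 30 min, then detection 60 min, both room temperature. Doses: one test concentration per compound. Read-out basis: inhibition from TR-FRET ratio decrease. Detection: LANCE TR-FRET, excitation 340 nm, emissions 618 and 671 nm.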
Tcruzi prolif: T. cruzi intracellular proliferation inhibitors, primary screen, cell-based, beta-gal Tulahuen parasites, NIH3T3 host, luminescence. T. cruzi beta-gal in NIH3T3, GalScreen luminescence, 90 h. inhibition, % at 8.34 µM. actives 5.9% (n = 77,000). AID 624255, 2012;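 active = mean inhibition above about 93%, with at least 55% of replicates each passing it, limit read from the data, passing the limit was not always enough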
Starred values were filed as active, the others as inactive; nt = no result given; & = joins results of further samples.

molecule | C diff HTS | Pf Dd2 growth | KDM4C inh | Tcruzi prolif
CCCNC(=O)Nc1ccc2c(c1)C(=O)N(C)C[C@@H](OC)[C@H](C)CN(C(=O)C1CCCCC1)[C@@H](C)CO2 | 0 | 10 | 0.0 | -7
O=C(NCC[C@H]1CC[C@@H](NC(=O)C2CC2)[C@H](CO)O1)c1cc(Cl)cc(Cl)c1 | -3 | nt | -0.3 | nt
CC(C)C(=O)Nc1ccc2c(c1)C(=O)N(C)[C@@H]1CC[C@@H](CC(=O)NCc3ccc(F)cc3)O[C@H]1CO2 | 0 | -13 | -0.3 | 42
Cc1noc(C)c1NC(=O)Nc1ccc2c(c1)C(=O)N([C@H](C)CO)C[C@@H](C)[C@H](CN(C)Cc1ccc(C(=O)O)cc1)O2 | nt | -12 | 0.1 | 1
C[C@@H]1CN([C@@H](C)CO)C(=O)c2cccc(NC(=O)c3cnccn3)c2O[C@H]1CN(C)C | -5 | 7 | 12 | nt
COc1ccccc1CN1[C@H](CO)[C@@H]2c3ccccc3N(C(=O)C3CC3)C[C@@H]21 | -3 | -7 | 2.5 | 55
C[C@@H]1CCCCO[C@H](CN(C)Cc2ccccc2)[C@H](C)CN([C@H](C)CO)C(=O)c2cc(NS(C)(=O)=O)ccc2O1 | -2 | -6 | -0.1 | 8
C[C@@H]1CN([C@H](C)CO)S(=O)(=O)c2ccc(-c3cncnc3)cc2O[C@H]1CN(C)C(=O)CC1CC1 | -1 | 8 | 0.0 | 2
CC(=O)Nc1ccc2c(c1)C(=O)N(C)[C@H]1CC[C@H](CC(=O)NCCCN3CCOCC3)O[C@H]1CO2 | -3 | 5 | 1.1 | 23
CO[C@H]1CC[C@H]2CCN(C)C(=O)C[C@H](c3ccccc3)CN(C)C(=O)c3cccc(C#N)c3OC[C@H]1O2 | 0 | nt | 4.0 | 16
C[C@@H]1CN([C@@H](C)CO)C(=O)Cc2cc(NC(=O)C3CC3)ccc2O[C@@H]1CN(C)Cc1ccccc1 | 1 | -27 | -2.7 | 4
COCC(=O)N1[C@H](C#N)[C@H](c2ccccc2-c2ccccc2F)[C@H]1CO | -3 | 7 | 1.7 | nt
CC(C)NC(=O)N1CCCCN2[C@@H](CO)[C@H](c3ccc(C#C[C@@H](C)O)cc3)[C@@H]2C1 | -8 | 48 | 1.2 | 49
CC(C)NC(=O)N(C)C[C@H]1Oc2ccc(NS(=O)(=O)c3cn(C)cn3)cc2C(=O)N([C@@H](C)CO)C[C@H]1C | -1 | 3 | -1.0 | 0
CO[C@@H]1CN(C)C(=O)c2ccc(NC(=O)c3nc4ccccc4s3)cc2OC[C@@H](C)N(Cc2ccncc2)C[C@@H]1C | nt | -72 | -0.1 | nt
Cc1ccccc1S(=O)(=O)N1C[C@H](O)COC[C@H]2O[C@H](CC(=O)N3CCC(Cc4ccccc4)CC3)CC[C@@H]21 | 4 | -2 | -0.2 | 66
Cc1cccc(S(=O)(=O)N2C[C@@H]3[C@H](c4ccccc42)[C@H](CO)N3CC2CCOCC2)c1 | 1 | -5 | -0.7 | 11
CC(C)NC(=O)Nc1ccc2c(c1)CC(=O)N([C@@H](C)CO)C[C@H](C)[C@H](CN(C)Cc1ccc(Cl)c(Cl)c1)O2 | 37&32 | -9 | 0.7 | nt
O=C(C[C@@H]1CC[C@H]2[C@@H](COC[C@@H](O)CN2C(=O)Cc2ccccc2)O1)NC1CCC1 | 6 | 6 | -1.1 | -23
C[C@H]1CN([C@@H](C)CO)C(=O)Cc2cc(NC(=O)Nc3ccc(F)cc3)ccc2O[C@@H]1CN(C)S(=O)(=O)c1cccs1 | -3 | 1 | -1.4 | 22
CN(C)C(=O)c1ccc(-c2ccc(C3[C@H]4CNC[C@@H]3N4C(=O)Nc3cc(F)ccc3F)cc2)cc1 (stereo partly specified) | -4 | 12 | 1.9 | nt
O=C(Cc1ccccc1)N1CC[C@@H]2[C@H](CO)Nc3ccc(C4=CCCCC4)cc3[C@@H]21 | -8 | -5 | -0.8 | 6
CNC[C@H]1Oc2ncc(C#CC3CCCCC3)cc2C(=O)N([C@H](C)CO)C[C@H]1C | nt | -7 | -1.6 | nt
Cc1cccc(S(=O)(=O)N(C)C[C@@H]2OCc3ccccc3-c3ccccc3C(=O)N([C@H](C)CO)C[C@H]2C)c1 | nt | -16 | -0.8 | 45
CCC(=O)N1[C@H](CO)[C@@H](c2ccccc2)C12CN(C(=O)Nc1ccccc1F)C2 | -1 | -6 | -1.6 | nt
C[C@@H]1CN([C@@H](C)CO)C(=O)c2cc(NC(=O)CCN3CCOCC3)ccc2O[C@@H]1CN(C)C(=O)Nc1ccc2c(c1)OCO2 | nt | 33 | -1.2 | -2
C[C@@H]1CN([C@H](C)CO)C(=O)Cc2cc(NC(=O)Nc3ccc(C(F)(F)F)cc3)ccc2O[C@H]1CN(C)S(=O)(=O)c1ccccc1 | 4 | -29 | -0.8 | nt
O=C(C[C@H]1CC[C@H]2[C@@H](COC[C@@H](O)CN2S(=O)(=O)c2cccc(Cl)c2)O1)N1CCOCC1 | nt | 6 | -0.3 | -7
C[C@@H]1CN([C@H](C)CO)C(=O)c2cc(NS(=O)(=O)c3ccc(Cl)cc3)ccc2O[C@H]1CN(C)CC1CCCCC1 | 3 | 23 | 1.0 | 7
C[C@@H]1CN([C@H](C)CO)C(=O)Cc2cc(NC(=O)Cn3cnnn3)ccc2O[C@@H]1CN(C)C(=O)Nc1ccc2c(c1)OCO2 | 0 | 14 | 0.0 | 19
C[C@H]1CN([C@@H](C)CO)S(=O)(=O)c2ccc(C#CCN(C)C)cc2O[C@@H]1CN(C)C(=O)C1CCCCC1 | -2 | -34 | 2.6 | nt
O=C(C[C@H]1CC[C@@H](NC(=O)Nc2ccc3c(c2)OCO3)[C@H](CO)O1)NCc1ccc(F)cc1 | 3 | -2 | 0.5 | 1
COC(=O)C[C@H]1C[C@@H]2c3cc(NC(=O)NC4CCCC4)ccc3O[C@@H]2[C@@H](CO)O1 | 2 | -7 | nt | 69
COc1ccc(CN(C)C[C@H]2Oc3c(NC(=O)NC4CCCCC4)cccc3C(=O)N([C@H](C)CO)C[C@H]2C)cc1 | -3 | 0 | 0.2 | -22
C[C@@H]1CN([C@@H](C)CO)C(=O)c2cccc(NS(=O)(=O)c3cn(C)cn3)c2O[C@@H]1CN(C)S(=O)(=O)c1ccc(F)cc1 | -4 | 12 | -0.5 | -128
Cc1noc(C)c1S(=O)(=O)Nc1ccc2c(c1)C(=O)N([C@H](C)CO)C[C@H](C)[C@H](CN(C)C(=O)c1ccccc1)OCCCC[C@H](C)O2 | nt | 27 | 0.8 | -73
O=C(NCc1ccccc1)[C@H]1[C@H](CO)[C@H]2Cn3c(ccc(/C=C/c4ccccc4)c3=O)[C@@H]1N2CC1CC1 | -10 | 15 | -1.1 | nt
O=C(C[C@H]1CC[C@H]2[C@@H](COC[C@@H](O)CN2Cc2ccccc2F)O1)N[C@H]1CCN(Cc2ccccc2)C1 | nt | -41 | -0.5 | 94
CCC(=O)N(C)C[C@@H]1Oc2ncc(C#CCc3ccccc3)cc2C(=O)N([C@H](C)CO)C[C@H]1C | 1 | -45 | 2.5 | 32
C[C@H]1CN([C@@H](C)CO)S(=O)(=O)c2ccc(C#Cc3ccccn3)cc2O[C@H]1CN(C)Cc1ccc(F)cc1 | 3&-7 | -59&-63 | -2.2 | 116*

4 compounds from above, reduced to C diff HTS, Pf Dd2 growth and Tcruzi prolif.
| Structure | C diff HTS | Pf Dd2 growth | Tcruzi prolif |
| --- | --- | --- | --- |
| C[C@@H]1CN([C@@H](C)CO)C(=O)c2cccc(NS(=O)(=O)c3cn(C)cn3)c2O[C@@H]1CN(C)S(=O)(=O)c1ccc(F)cc1 | -4 | 12 | -128 |
| CCC(=O)N(C)C[C@@H]1Oc2ncc(C#CCc3ccccc3)cc2C(=O)N([C@H](C)CO)C[C@H]1C | 1 | -45 | 32 |
| Cc1noc(C)c1S(=O)(=O)Nc1ccc2c(c1)C(=O)N([C@H](C)CO)C[C@H](C)[C@H](CN(C)C(=O)c1ccccc1)OCCCC[C@H](C)O2 | nt | 27 | -73 |
| C[C@H]1CN([C@@H](C)CO)S(=O)(=O)c2ccc(C#Cc3ccccn3)cc2O[C@H]1CN(C)Cc1ccc(F)cc1 | 3&-7 | -59&-63 | 116* |

More structures
molecule | C diff HTS | Pf Dd2 growth | KDM4C inh | Tcruzi prolif
CN1c2ccc(C#Cc3cccnc3)cc2[C@@H]2[C@@H](CCN2C(=O)C2CCC2)[C@@H]1CO | -10 | -87* | 1.3 | nt
C[C@@H]1CCCCO[C@H](CN(C)S(=O)(=O)c2ccccc2)[C@@H](C)CN([C@H](C)CO)C(=O)c2cc(NS(=O)(=O)c3ccc(F)cc3)ccc2O1 | -10 | -41 | -1.3 | 14
C[C@@H]1CN([C@@H](C)CO)C(=O)c2cc(C#CC3CCCCC3)cnc2O[C@H]1CN(C)S(=O)(=O)c1ccccc1 | 0 | -30 | -2.7 | 104*
C[C@H](CO)N1C[C@H](C)[C@H](CN(C)S(=O)(=O)CC(F)(F)F)OCc2ccccc2-c2ccccc2C1=O | -5 | 17 | 2.3 | 37
O=C(C[C@@H]1CC[C@@H]2[C@H](COC[C@H](O)CN2C(=O)Nc2cccc(Cl)c2)O1)NCC1CCCCC1 | -4 | -3 | -1.2 | 59
COc1cccc(-c2ccc3c(c2)[C@H]2[C@H](CCN2C(=O)Cc2ccncc2)[C@H](CO)N3)c1 | nt | -76 | -2.3 | 104*
O=C(Nc1nccs1)[C@H]1[C@H](CO)[C@H]2Cn3c(ccc(-c4ccncc4)c3=O)[C@H]2N1CC1CCCC1 | 1 | 0 | 4.3 | 48
C[C@H](CO)N1C[C@H](C)[C@H](CN(C)Cc2ccc3c(c2)OCO3)Oc2ccc(NC(=O)Nc3ccccc3)cc2CC1=O | -12 | 19 | 0.9 | -22
Cc1ccc(S(=O)(=O)N[C@@H]2CC[C@H](CC(=O)NCCCN(C)C)O[C@H]2CO)cc1 | 3 | 11 | 3.3 | -53
C[C@H](CO)N1C[C@H](C)[C@@H](CN(C)C(=O)NC2CCCCC2)Oc2ccc(NC(=O)c3ccncc3)cc2C1=O | -1 | 8 | -0.2 | nt
C[C@@H]1CN([C@H](C)CO)C(=O)c2cc(NC(=O)CCCN(C)C)ccc2O[C@H]1CN(C)S(=O)(=O)c1ccc(F)cc1 | -4 | 11 | 3.4 | 39
CO[C@H]1CN(C)C(=O)c2cc(NC(=O)Nc3ccccc3)ccc2OC[C@@H](C)N(C(=O)Nc2c(C)noc2C)C[C@H]1C | nt | -2 | -1.2 | -48
CC(C)NC(=O)N(C)C[C@H]1Oc2ccc(NC(=O)CCCCCC(=O)Nc3ccccc3N)cc2C(=O)N([C@H](C)CO)C[C@H]1C | 2 | -8 | 0.8 | -7
Cc1cccc(-c2ccc([C@H]3[C@@H](CO)N4CCCCN(Cc5cncnc5)C[C@@H]34)cc2)c1 | -4 | 7 | 1.5 | 106*
CO[C@@H]1CN(C)C(=O)c2cc(NC(=O)C3CC3)ccc2OC[C@H](C)N(CCC(F)(F)F)C[C@H]1C | nt | 2 | 1.6 | 29
CN1c2ccc(-c3ccccc3F)cc2[C@H]2[C@H](CCN2C(=O)c2ccccn2)[C@@H]1CO | -16 | -46 | 0.3 | 77
CCCNC(=O)N1CCC2(CC1)CN(C(=O)COC)[C@H](CO)c1[nH]c3cc(OC)ccc3c12 | 0 | -24 | -0.4 | nt
Cc1noc(C)c1NC(=O)N[C@@H]1CC[C@H](CCNC(=O)C2CCCCC2)O[C@@H]1CO | 7 | 5 | 5.7 | -34
O=C(c1ccc(F)cc1)N1CCCCN2[C@H](CO)[C@H](c3ccc(/C=C/c4ccccc4)cc3)[C@H]2C1 | 37 | -46 | -1.2 | 61
CO[C@H]1CN(C)C(=O)c2cc(NC(C)=O)ccc2OC[C@H](C)N(Cc2ccncc2)C[C@H]1C | nt | -80* | 4.6 | -13
Cc1ccccc1S(=O)(=O)N1CC(=O)N2[C@H](C1)[C@@H](c1ccc(C#CCC(C)C)cc1)[C@@H]2CO | 11 | -74 | -1.4 | nt
CC(C)NC(=O)N(C)C[C@@H]1Oc2ccc(NS(=O)(=O)c3ccccc3)cc2C(=O)N([C@@H](C)CO)C[C@@H]1C | 1 | -20 | 0.2 | -12
C[C@@H]1CN([C@H](C)CO)C(=O)Cc2cc(NC(=O)Nc3ccccc3)ccc2O[C@@H]1CN(C)CC1CCCCC1 | -1 | -14 | -1.4 | nt
C[C@@H]1CN([C@@H](C)CO)C(=O)Cc2cc(NC(=O)Nc3ccccc3)ccc2O[C@H]1CN(C)Cc1ccc(Cl)c(Cl)c1 | 10 | -51 | 2.7 | 41
COc1ccc(S(=O)(=O)N(C)C[C@H]2Oc3ccc(NS(C)(=O)=O)cc3CC(=O)N([C@@H](C)CO)C[C@@H]2C)cc1 | 3 | 20 | -0.9 | 47
COc1cccc(NC(=O)N2CC(=O)N3[C@H](C2)[C@@H](c2ccc(C#CC4CCCC4)cc2)[C@@H]3CO)c1 | -2 | -60 | -0.4 | nt
C[C@@H]1CN([C@H](C)CO)C(=O)CCCn2cc(nn2)CO[C@@H]1CN(C)S(=O)(=O)c1cccs1 | nt | 1 | -1.0 | -12
